CBFb RUNX1 block = qHTS Assay for Compounds Blocking the Interaction Between CBF-beta and RUNX1 for the Treatment of Acute Myeloid Leukemia | Runt-related transcription factor 1 (Homo sapiens) + Core-binding factor subunit beta … | 230,000 tested, under 10 active | Potency, µM (titrated, usually from 59.8 µM), for the others: at the top dose activity, negative = inhibition, usual class: inhibitors | AlphaScreen CBFb-His/RUNX1-biotin binding, biochemical | AID 1477, 2009; also: % of control where 0% means no effect
Target sequence (Q01196 whole entry, looked up): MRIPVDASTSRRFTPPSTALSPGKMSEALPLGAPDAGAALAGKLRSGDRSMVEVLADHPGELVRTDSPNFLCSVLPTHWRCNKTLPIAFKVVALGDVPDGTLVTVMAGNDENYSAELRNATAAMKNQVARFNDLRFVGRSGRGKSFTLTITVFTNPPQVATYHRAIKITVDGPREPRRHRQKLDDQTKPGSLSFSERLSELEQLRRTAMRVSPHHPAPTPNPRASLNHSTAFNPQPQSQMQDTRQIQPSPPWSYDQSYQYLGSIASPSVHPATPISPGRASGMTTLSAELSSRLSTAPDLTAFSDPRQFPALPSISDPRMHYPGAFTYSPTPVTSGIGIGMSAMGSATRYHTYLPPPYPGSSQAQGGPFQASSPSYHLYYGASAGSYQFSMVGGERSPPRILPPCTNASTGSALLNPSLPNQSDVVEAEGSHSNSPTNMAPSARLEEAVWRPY
Target sequence (Q13951 whole entry, looked up): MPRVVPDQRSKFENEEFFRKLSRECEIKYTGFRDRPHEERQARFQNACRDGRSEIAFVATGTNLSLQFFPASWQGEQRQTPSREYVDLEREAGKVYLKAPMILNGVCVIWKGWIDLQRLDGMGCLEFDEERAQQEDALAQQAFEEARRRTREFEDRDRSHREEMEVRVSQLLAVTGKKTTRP
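AlphaScreen proximity signal reports loss of binding between His-tagged CBF-beta and biotin-labelled RUNX1, each at 30 nM. Proteins are pre-associated for 20 minutes, compounds added for 15 minutes, then beads for 90 minutes, all at ambient temperature.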
HTT ATP protect = qHTS Multiplex Assay to Identify Dual Action Probes in a Cell Model of Huntington: Cytoprotection (ATP). PC12 HTT-Q103 induced, cytoprotection, ATP luminescence, 40 h. Potency, µM (doses to about 56.4 µM), for the others: cytoprotection (ATP increase), hits mostly activators. 0.14% of 230,000 active. AID 1471, 2008;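 also: potency is read from the fitted curve at half-maximal effect; % of control where 0% means no effect; nearly all actives have a fitted effect of over 45% in size; toxic huntingtin expression switched on by the ecdysone agonist tebufenozide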
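PC12 cells stably carrying ecdysone-inducible Htt exon 1 (Q103)–GFP were induced with 100 nM tebufenozide (final) alongside library compounds in a dose series. Cytoprotection was scored as retained ATP by ATPlite luminescence.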
GAA inh = qHTS Assay for Inhibitors of Human alpha-Glucosidase as a Potential Chaperone Treatment of Pompe Disease; Potency, µM (doses to about 76.9 µM), without a hit: top-dose activity change, negative = inhibition, hits mostly inhibitors; purified human GAA, 4-MU-alpha-glucoside fluorescence; AID 1466, 2008; 0.005% of 200,000 active;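 also: potency is read from the fitted curve at half-maximal effect; plate controls were uninhibited enzyme wells for no effect and no-enzyme background for full effect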
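Human enzyme at 4 nM with 400 uM 4-methylumbelliferyl-alpha-D-pyranoside, citrate/phosphate buffer pH 5.0, 0.005% Tween-20, 20 min at room temperature. Compounds up to 77 uM. 4-MU fluorescence (Ex 365/Em 440) read after NaOH/glycine stop; AC50 from Hill fit.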
GAA glycogen mod = qHTS Assay for Inhibitors and Activators of Human alpha-Glucosidase Cleavage of Glycogen. Lysosomal alpha-glucosidase (Homo sapiens), P10253. recombinant GAA, glycogen substrate, Amplex Red glucose oxidase fluorescence. Potency, µM (top dose mostly 76.4 µM), for the others: at the top dose activity change, negative = inhibition, hits mostly inhibitors. 0.38% of 300,000 active;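 also: potency is read from the fitted curve at half-maximal effect; 0% = full enzyme reaction and -100% = no-enzyme basal signal; the screen sought inhibitors and activators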
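Recombinant enzyme (4 nM final) with compounds titrated up to 77 uM and bovine liver glycogen (30 ug) in citrate pH 5.0, 0.01% Tween-20, 37 C 40 min. Released glucose detected by Amplex Red/glucose oxidase (Ex 573/Em 610); AC50 from Hill fits.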
GAA spleen mod = qHTS Assay for Inhibitors and Activators of Human alpha-Glucosidase From Spleen Homogenate; Lysosomal alpha-glucosidase (Homo sapiens), P10253; 0.006% of 240,000 active; human spleen homogenate, 4-MU-alpha-glucoside fluorescence; Potency, µM (series often up to 79.9 µM), without a hit: at the highest dose activity change, negative = inhibition, most hits filed as inhibitors;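 also: potency is read from the fitted curve at half-maximal effect; 0% = enzyme with vehicle and -100% = no enzyme basal signal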
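Human spleen homogenate (1 ug) incubated with compounds and 1 mM 4-methylumbelliferyl-alpha-D-glucopyranoside in pH 5.0 citrate/phosphate buffer, 37 C, 40 min. Stopped at pH 10; 4-MU fluorescence (Ex 365/Em 440 nm); AC50 by Hill fit.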
LMNA splice mod = qHTS Assay for Modulators of Lamin A Splicing. 0.01% of 200,000 active. AID 1487, 2009. HeLa LMNA splicing GFP/RFP minigene ratio, 48 h. Potency, µM (highest dose often 46.1 µM), for the others: at the highest dose ratio change, negative = inhibition, most hits filed as inhibitors; active = well fitted inhibition curve with a large enough effect in the signal ratio, with a control signal flat, not every such curve was filed as active; inconclusive = small, poorly fitted or top-dose-only effect, or effect the other way, or a change in a side signal; the % refers to the signal ratio; also: potency is read from the fitted curve at half-maximal effect; % is scaled to controls: 0 for no effect and ±100 for the full control effect
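S3 HeLa cells stably expressing lamin A-EGFP splicing minigene plus DsRed2, 600 cells/well, 48 h compound exposure at 37C. Laser-scanning cytometry; analysed as GFP (500-530 nm)/RFP (575-640 nm) total intensity ratio; 0.5% DMSO vehicle.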
HttQ103 aggreg = qHTS Multiplex Assay to Identify Dual Action Probes in a Cell Model of Huntington: Aggregate Formation (GFP); 1.1% of 220,000 active; Potency, µM (highest dose often 46.1 µM), without a hit: at the highest dose activity change, negative = inhibition, most hits filed as inhibitors; PC12 HttQ103-GFP aggregates, Acumen cytometry, 40 h; also: potency is read from the fitted curve at half-maximal effect; % is scaled to controls: 0 for no effect and ±100 for the full control effect; nearly all actives have a fitted effect of over 60% in size
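PC12 cells stably carrying ecdysone-inducible HTT exon 1 Q103–GFP were induced with tebufenozide (100 nM final) and treated with library compounds in titration. GFP aggregates in lysates were counted by laser scanning cytometry.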
The depositor's hits bear a star; u = inconclusive; x = not tested or not shown; & = joins results of further samples; [ ] = another dose, or the depositor's remark. Unless noted, calls follow the shape of the dose curve; as a rule, active = well fitted curve in the direction sought with a large enough effect; inconclusive = small, poorly fitted or top-dose-only effect, or another doubt; inactive = no such curve, though single readings can be large; an effect the other way counts as inactive or inconclusive.

SMILES	CBFb RUNX1 block	HTT ATP protect	GAA inh	GAA glycogen mod	GAA spleen mod	LMNA splice mod	HttQ103 aggreg
Cc1cc(C)cc(-n2c(O)c(C=Nc3ccc(N4CCOCC4)cc3)c(=O)[nH]c2=S)c1	5%	x	7%	8%	-3%	5%	u
CCC1(CC)C(=O)NC(=Nc2cccc(C(F)(F)F)c2)NC1=O	2%	-25%	-2%	5%	2%	-8%	-27%
O=c1[nH]c(=O)n(CCC2=CCCCC2)c(O)c1C=NCc1cccnc1	0%	-1%	-2%	9%	-8%	8%	2%
COP(=O)(OC)c1nc(-c2cccc3ccccc23)oc1N1CCCCC1	5%	-47%[inhibitor]	u	-6%	u	x	1%
O=C1CN=C(c2ccc(Br)cc2)c2c(sc3c2CCCC3)N1CCN1CCCCC1	-5%	12%	0%	2%	-2%	u	u
N[C@@H](Cc1c[nH]c2ccccc12)c1nnc(SCc2ccc(F)cc2)o1	-14%	2%	-10%	-11%	5%	11%	17%
O=C(N/N=C1/CN2CCC1CC2)c1cc2ccccc2cc1O	-16%	-7%	-1%	35µM*	-1%	6%	4%
CCCC[N+]1(C)C2CC(OC(=O)C(CO)c3ccccc3)CC1C1OC12 (stereo not given)	-10%&21%&18%	-22%	x	10%	1%&-2%&1%	u	-6%
COc1cc(-c2ccc(N)c(OC)c2)ccc1N	-7%[21.7 µM]	-80%[inhibitor]	x	x	-1%	x	x
CCCC/C=C/[C@@H](NP(=O)(c1ccccc1)c1ccccc1)c1ccccc1OC	23%	-189%[inhibitor]	x	x	-1%	x	x
COc1cc2c(cc1O)C(CCc1ccc(Cl)cc1)N(C)CC2 (stereo not given)	2%	-60%[inhibitor]	x	x	-9%	x	x
O=C(c1cc(S(=O)(=O)N2CCC3(CC2)OCCO3)ccc1F)N1CCC2(CC1)OCCO2	5%	-18%	3%	6%	2%	2%[9.22 µM]	-30%
CC1(C)C(O)CC(=O)[C@]2(C)C1CC(=O)[C@]1(C)C2CC[C@@]2(C)C(c3ccoc3)OC(=O)C3O[C@@]321 (stereo not given in full)	-9%	0%	x	x	-12%	x	x
N[C@H](CP(=O)(O)O)C(=O)O	2%[21.7 µM]	-39%[inhibitor]	x	x	3%	x	x
CN(CCCC(=O)c1cccnc1)N=O	0%	-33%	x	x	-3%	x	x
CC(C)(C)C(=O)c1cn(CC(=O)NCc2ccco2)c2ccccc12	-3%	x	u	-19%	6%	-13%[46 µM]	x
COc1cc(CN=C(C)c2c(O)n(C3CCCCC3)c(=O)[nH]c2=O)cc(OC)c1	3%	-2%[10 µM]	0%[15.4 µM]	-7%	6%	x	5%[9.22 µM]
C=CCn1c(O)c(C=Nc2ccc(N(CC)CC)cc2)c(=O)[nH]c1=O	-1%	16%[10 µM]	12%	-21%	-4%	4%	23%
COC(=O)C(O)(c1c(C)[nH]n(-c2ccccc2)c1=O)C(F)(F)F (stereo not given)	7%	21%	10%	u	-14%	u	-1%
CCC(=NCCCO)c1c(O)n(-c2ccc(OC)cc2)c(=O)[nH]c1=O	-3%	-8%[0.074 µM]	u	8%	0%	5%	2%
C=CCn1c(O)c(C(C)=NCCC2=CCCCC2)c(=O)[nH]c1=O	2%	12%	2%	2%	1%	-18%	20%
O=[N+]([O-])c1cc([As](=O)(O)c2ccc(O)c([N+](=O)[O-])c2)ccc1O	6%	-7%[10 µM]	-13%	-4%	4%	-7%[46 µM]	7%[9.22 µM]
C[C@@]12CC[C@H](O)C[C@@H]1CC[C@H]1[C@@H]2C[C@@H](O)[C@]2(C)[C@@H](C3=CC(=O)OC3)CC[C@]12O	-6%[21.7 µM]	u	x	x	6%[29.1 µM]	u	x
CCCCCc1cc(O)c2c(c1)OC(C)(C)[C@@H]1CCC(C(=O)O)=C[C@H]21	0%&10%	-1%	x	x	4%&4%	x	x
Cc1ccc(C(=O)N[C@@H](C)CN2C3=NC[C@H](Cc4ccccc4)N3C[C@H]2Cc2ccc(O)cc2)cc1Br	-6%	-53%[inhibitor][10 µM]	x	9%	-2%	x	3%[9.22 µM]
CN1CCN(c2ccc([N+](=O)[O-])c(SCCO)c2)CC1	-5%	14%[10 µM]	0%	17%	-2%	-14%[46 µM]	6%[9.22 µM]
CC1CC[C@@]2(NC1)OC1CC3C4CC[C@@H]5CC(O)CC[C@@]5(C)C4CC[C@]3(C)C1C2C (stereo not given in full)	3%	-11%	x	x	-4%	x	7%
Cc1ccc(-n2c(O)c(/C=N/c3ncc(Br)cc3Br)c(=O)[nH]c2=O)cc1	0%	-43%[inhibitor][1.9 µM]	13%	-12%	14%	u	-16%[9.22 µM]
Cc1ccc2c(c1)CCCN2N=O	2%	7%[10 µM]	-12%	3%	2%	5%	-1%
Cc1c(OCC(F)(F)F)ccnc1CS(=O)c1nc2ccccc2[nH]1 (stereo not given)	-19%	-52%[inhibitor]	u	-2%&-3%	-9%	u	3%&-2%

Pulled by structure from above, three records:
SMILES	CBFb RUNX1 block	HTT ATP protect	GAA inh	GAA glycogen mod	GAA spleen mod	LMNA splice mod	HttQ103 aggreg
CN1CCN(c2ccc([N+](=O)[O-])c(SCCO)c2)CC1	-5%	14%[10 µM]	0%	17%	-2%	-14%[46 µM]	6%[9.22 µM]
CC1CC[C@@]2(NC1)OC1CC3C4CC[C@@H]5CC(O)CC[C@@]5(C)C4CC[C@]3(C)C1C2C (stereo not given in full)	3%	-11%	x	x	-4%	x	7%
Cc1ccc2c(c1)CCCN2N=O	2%	7%[10 µM]	-12%	3%	2%	5%	-1%

Following part
SMILES	CBFb RUNX1 block	HTT ATP protect	GAA inh	GAA glycogen mod	GAA spleen mod	LMNA splice mod	HttQ103 aggreg
CCCc1cc2c(n1Cc1ccco1)C(C)C1CN(C(=O)c3ccccc3)C(C)(C(=O)OC)C21 (stereo not given)	14%	-2%	x	x	-3%	x	x
OC1/C(=C/c2ccccc2C(F)(F)F)N2CCC1CC2 (stereo not given)	16%	35%[10 µM]	2%	-6%	-12%	u	21%
CNC(=O)OCc1n(C)cc[n+]1C	-1%	x	2%	4%	-1%	5%	-10%
O=c1c2ccccc2nc(-c2ccc(Cl)cc2Cl)n1-c1ccncc1	-2%	-33%	0%	4%	3%	6%	9%
CC(Cc1ccccc1)[n+]1cc(/N=C(\[O-])N(C)C)on1 (stereo not given)	6%	-19%	3%	2%	-12%	0%	12%
CC(C)(O)C(=O)Nc1ccc([N+](=O)[O-])c(C(F)(F)F)c1	3%[21.7 µM]	3%	x	x	0%	x	x
O=CC=O	8%[21.7 µM]	0%	x	x	3%	-24%	9%
Fc1cccc(F)c1-c1nc(-c2ccc(Cl)cc2)no1	27%	1%[10 µM]	-6%	-1%	2%	x	-1%[9.22 µM]
Cc1ccc2cccc(OC(=O)N(C)c3ccccc3)c2n1	1%	-5%	-2%	-2%	-3%	10%	-2%[9.22 µM]
CCC(=NCCN1CCCCC1)c1c(O)n(C)c(=O)n(C)c1=O	2%	6%	1%	1%	10%	2%	8%
Nc1ccc(Sc2ccc(N)cc2)cc1	1%[21.7 µM]	-224%[inhibitor]	x	x	-9%	x	x
O=C(c1c[nH]c2ccc(S(=O)(=O)N3CCC4(CC3)OCCO4)cc2c1=O)N1CCC2(CC1)OCCO2	-1%	-43%[inhibitor]	u	3%	4%	x	-6%
CC(=O)Nc1ccc(S(=O)(=O)N2CCSC2c2ccc(C)cc2)cc1 (stereo not given)	3%	-6%	-2%	0%	-14%	u	-10%
OC[P+](CO)(CO)CO	0%[21.7 µM]	-38%[inhibitor]	x	x	-11%	x	x
CC(C)CC(C)Nc1ccc(Nc2ccccc2)cc1 (stereo not given)	u	u	x	x	-2%	x	x
C/C(=N\N1CCCCCC1)c1c(O)n(-c2ccccc2)c(=O)[nH]c1=O	3%	15%[10 µM]	4%	-13%	4%	u	29%
O=c1[nH]c(=O)n(CCc2ccccc2)c(O)c1C=NCc1ccc2c(c1)OCO2	0%	-7%	-12%	3%	-3%	-3%	11%
CC(C)(C)c1ccc(C(=O)C2CCCN(C3CCC3)C2)cc1 (stereo not given)	1%	-1%[10 µM]	5%	14%	4%	x	11%[9.22 µM]
C=CCn1c(O)c(C(CC)=Nc2ccc(N(CC)CC)cc2)c(=O)[nH]c1=O	1%	-28%[0.074 µM]	-5%	4%	1%	u	4%
CC/C=C\C/C=C\C/C=C\C/C=C\C/C=C\CCCC(=O)NCCc1ccc(O)c(O)c1	7%	-49%[inhibitor]	x	x	6%	x	x
CN1CCN(c2ccc3ccccc3n2)CC1	11%	-62%[inhibitor]	x	x	-4%&1%&13%	-16%	x
CCC1(C)CC(=O)NC(=O)C1	-16%[21.7 µM]	u	x	x	2%[29.1 µM]	u	-18%[20.6 µM]
COC(=O)N1CCN(C(=O)Cc2ccc(Cl)c(Cl)c2)C(CN2CCCC2)C1 (stereo not given)	-17%&15%&6%	-25%	-3%[15.4 µM]	-2%	-8%&0%&3%	u	x
O=c1c2ccccc2[nH]c(=S)n1-c1ccc2c(c1)OCO2	2%	11%	-3%	-4%	1%	12%	-4%
COCC(C)N(C(=O)CCl)c1c(C)csc1C (stereo not given)	18%	11%	x	x	3%	x	18%
CCCC1=C(C(=O)OCC)C2(C(=O)Nc3ccccc32)C(C#N)=C(N)O1 (stereo not given)	-2%	-11%	-2%	8%	-5%	-7%	27%
CN1C(=O)N(C)C(=O)C2(Cc3ccccc3N3CCCC32)C1=O (stereo not given)	5%	0%[10 µM]	x	1%	5%	x	-29%[9.22 µM]
CC(C)Oc1cccc(C(=O)C2CCCN(Cc3ccon3)C2)c1 (stereo not given)	-1%	16%	-2%	8%	4%	x	-14%
c1ccc2ncccc2c1	-9%[21.7 µM]	9%	x	x	-2%	x	x

Some of the compounds tested, so the mix of outcomes need not match the whole.
